ELG1 DNA repair – ELG1-dependent DNA repair inhibition | HEK293T ELG1-luciferase reporter, luminescence, 16 h; DNA damage induced by 5-fluorouridine | AID 504467 | 330,000 tested, 2.3% active | Potency, µM (top dose mostly 46.1 µM), for inactives: at the highest dose activity change, negative = inhibition, usual class: inhibitors; also: potency is read from the fitted curve at half-maximal effect; % is scaled to controls: 0 for no effect and ±100 for the full control effect; nearly all actives have a fitted effect of over 55% in size
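Reporter activity after DNA damage by 5-fluorouridine is monitored. Compound-treated cells incubate 16 hr at 37 °C, then ONE-Glo is added for 30 min before luminescence reading.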
TRPV1 agonist – agonists of human vanilloid receptor 1 (TRPV1). Q8NER1. TRPV1-expressing cells, Fluo-8 calcium influx, agonist mode. activation, % at 8.33 µM. 320,000 tested, 0.19% active. AID 540275; in the data active = activation above about 80%; inconclusive = between about 30% and that limit; also: 0% is about no effect
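TRPV1-expressing cells were cultured overnight at 35.5C and loaded with Fluo-8 calcium dye for 40 to 90 min at room temperature. After a 10 s baseline, compound was added and calcium influx was read kinetically for 3 min (ex 480/em 520 nm).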
CXXC DNA block – blocks binding of human MLL CXXC domain to DNA | MLL-CXXC / FITC-HOXA9 DNA fluorescence polarization | Potency, µM (doses to about 115 µM), for the others: top-dose activity change, negative = inhibition, most hits filed as inhibitors | 290,000 tested, 0.037% active; active = well fitted inhibition curve with a large enough effect in the polarisation, with a control signal flat, not every such curve was filed as active; inconclusive = small, poorly fitted or top-dose-only effect, or effect the other way, or a change in a side signal; inactive = no such curve, though single readings can be large or run the other way; the % refers to the polarisation; also: potency is read from the fitted curve at half-maximal effect
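Steps: dispense CXXC domain solution (7 uM) → pin compounds or unlabeled HOX-A9 DNA control → 5 min ambient → add FLSN-HOX-A9 solution (50 nM) → spin → 30 min ambient → fluorescence polarization. Tris pH 7.5/NaCl/DTT/BSA buffer.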
B2AR arrestin – beta2AR (human) beta-arrestin recruitment activity; P07550; beta-arrestin recruitment to beta2AR, cell-based reporter; Potency, µM (doses to about 46.1 µM), inactives show top-dose activation, actives largely listed as activators; 330,000 tested, 0.02% active; AID 492947;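 also: potency is read from the fitted curve at half-maximal effect; 0% = DMSO controls and full agonism = EC100 isoproterenol or metaproterenol; nearly all actives have a fitted effect of over 65% in size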
PTAP TSG101 blk – blocks PTAP/TSG101 interaction to inhibit HIV-1 budding; Potency, µM (highest dose often 115 µM), for the others: top-dose activity change, negative = inhibition, actives largely listed as inhibitors; Q99816; Fluorescence polarization, FITC-PTAP peptide / Tsg101 binding; 340,000 tested, under 10 active; active = well fitted inhibition curve with a large enough effect in the main read-out, with a control signal flat, not every such curve was filed as active; inconclusive = small, poorly fitted or top-dose-only effect, or effect the other way, or a change in a side signal; inactive = no such curve, though single readings can be large or run the other way; also: potency is read from the fitted curve at half-maximal effect; % of control where 0% means no effect
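Compounds were pin-transferred onto Tsg101 binding domain (10 uM final) in HEPES pH 7.5 buffer, then FITC-PTAP peptide was added at 50 nM final. After 20 min at RT, polarization reported peptide displacement across a qHTS concentration series.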
TCR activator – activators of T cell receptors; 330,000 tested, under 10 active; Potency, µM (titrated, usually from 9.22 µM), without a hit: top-dose activation of IL-2 secretion, actives largely listed as activators; AID 504894; primary human leukocytes, anti-CD3, IL-2 HTRF, 48 h; also: % of control where 0% means no effect
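1) Mix primary human leukocytes, a-CD3 beads and compound. 2) Incubate 48 hr. 3) Add HTRF IL-2 reagents (a-IL-2-K, a-IL-2-d2).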
BRCA1 expr act – activators of BRCA1 expression; MCF7-BRCA1-FFLuc reporter, luminescence, 48 h; response scale: scaled: vehicle 0%, 10 µM genistein 100%; Potency, µM (series often up to 46.1 µM), without a hit: at the highest dose activation, hits mostly activators; 380,000 tested, 1.1% active; AID 624202; also: potency is read from the fitted curve at half-maximal effect; nearly all actives have a fitted effect of over 80% in size; some results filed as inactive show a strong effect at the top dose
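MCF7 cells carrying a BRCA1-firefly luciferase reporter (2000 cells/well, phenol-red free MEM) were attached for 2 h at 37 °C, then given compounds for 48 h. Luminescence was read 15 min after luciferase reagent; activity normalized to genistein (10 microM) and DMSO.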
p53 reactivation – re-activators of mutant p53; H1299 p53-A138V BP100-luciferase reporter, luminescence, 24 h; Potency, µM (titrated, usually from 92.2 µM), for inactives: at the top dose activity change, positive = activation, hits mostly activators; 320,000 tested, 0.063% active; also: potency is read from the fitted curve at half-maximal effect; % of control where 0% means no effect; nearly all actives have a fitted effect of over 45% in size
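H1299 (p53-null), stable ts p53-A138V + BP100-Luc; 1000 cells/well, Opti-MEM/10% FBS; cpd 4 pt, 1:5; 24 h, 37 deg C, 5% CO2; detection reagent 10 min RT; luminescence.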
a7 integrin act – integrin-mediated muscular dystrophy alleviation activation | AID 624291 | alpha7betagal myoblasts, beta-gal FDG fluorescence, 48 h | 350,000 tested, 0.064% active | Potency, µM (titrated, usually from 38.3 µM), without a hit: at the top dose activation, actives largely listed as activators;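 also: potency is read from the fitted curve at half-maximal effect; 100% = response of the positive control SU9516; nearly all actives have a fitted effect of over 60% in size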
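Alpha7betagal+/- myoblasts (passage 13) were plated 16-24 hr, then exposed to compounds (1:260 dilution of DMSO stock) for 48 hours at 37C. After MPER lysis, β-galactosidase reporter activity was read as FDG fluorescence (ex 480/em 540) after 30 minutes.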
A-T KAP1 phos – potential ataxia-telangiectasia treatment | […] A-T fibroblasts, KAP-1 phosphorylation AlphaLISA; neocarzinostatin DNA damage 30 min before lysis | Potency, µM (doses to about 57.5 µM), for the others: top-dose activation, actives largely listed as activators | 320,000 tested, 0.19% active | AID 485349; also: potency is read from the fitted curve at half-maximal effect; % of control where 0% means no effect; nearly all actives have a fitted effect of over 45% in size
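ATM-like activity read as KAP-1 phosphorylation via AlphaLISA donor/acceptor antibody pairs after lysis and 6 hr at 25C. Cells were ATM-null patient fibroblasts ([…], hTERT), dosed 60 min, then exposed to the DSB inducer NCS for 30 min.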
An asterisk follows results filed as active; u = inconclusive; x = no result given; & = joins results of further samples; [ ] = another dose, or the depositor's remark. Unless noted, calls follow the shape of the dose curve; as a rule, active = well fitted curve in the direction sought with a large enough effect; inconclusive = small, poorly fitted or top-dose-only effect, or another doubt; inactive = no such curve, though single readings can be large; an effect the other way counts as inactive or inconclusive.

SMILES | ELG1 DNA repair | TRPV1 agonist | CXXC DNA block | B2AR arrestin | PTAP TSG101 blk | TCR activator | BRCA1 expr act | p53 reactivation | a7 integrin act | A-T KAP1 phos
Cc1ccc(C(=O)NC2CC3CCCC(C2)N3Cc2ccccc2)cc1 (stereo not given) | 8% | 13 | 0% | 0.3% | 1% | 2% | -29% | -1% | -5% | -1%
Cc1ccc(NC(=O)CSc2nnc(N)s2)cc1S(=O)(=O)N1CCCCC1 | -2% | 27 | -2% | 0.5% | -8% | -6% | -23% | -17% | 0% | -2%
CCOC(=O)C(/C=C(\C#N)C(=O)OCC)=C(/N)N1CCN(c2ccc(OC)cc2)CC1 | x | -1 | -5% | x | 3% | 3% | -4% | x | 18% | x
COc1ccc(-n2ccc(=O)c(C(=O)Nc3ccc(S(=O)(=O)Nc4nccs4)cc3)n2)cc1 | 11% | 2 | 11% | 0.3% | -4% | -2% | 0% | 3% | 45% | -1%
CCOC(=O)CSCC(NC(=O)OC(C)(C)C)C(=O)OCC (stereo not given) | -7% | 2 | 1% | 0.0% | -3% | 1% | -5% | -2% | -18% | 1%
O=C(CN1C2CCCC1CC(NC(=O)c1ccccc1)C2)Nc1ccccc1C(F)(F)F (stereo not given) | u | 2 | 3% | 0.5% | -7% | -4% | -59% | 8% | -33% | -6%
COC(=O)C1(C)COP(=O)(NC23CC4CC(CC(C4)C2)C3)OC1 (stereo not given) | x | x | x | x | 1% | 3% | -9% | x | 0% | x
CCOC(=O)c1cc2sc(C)cc2n1CC(=O)NCCc1ccccc1 | 18% | u | -12% | 0.1% | -1% | -2% | 7% | 2% | -4% | x
CC(C)C1N=C2c3ccccc3N=C(SCc3cc(=O)n4cc(Cl)ccc4n3)N2C1=O (stereo not given) | -12% | 10 | -8% | -0.9% | -7% | -3% | -61% | -13% | -5% | -3%
[O-]c1n[n+](-c2ccc(Cl)cc2Cl)cc2ccccc12 | -4% | -6 | -1% | 0.0% | -2% | 4% | -11% | -4% | 6% | 13%
CCc1cc(=O)oc2c3c(cc(OCC(=O)NCc4ccco4)c12)OC(C)(C)CC3 | u | u | 6% | 0.8% | 0% | 0% | -33% | x | 0% | -2%
COC(=O)[C@@]1(Cc2ccc(OC)cc2)[C@H]2c3cc(C(=O)N(C)C)[nH]c3C[C@H]2CN1C(=O)c1ccccc1 | 0% | -11 | 10% | 5.0% | 0% | 1% | -14% | -11% | -23% | x
CC(=O)N(C)c1ccc(N=C2C(=O)Nc3ccccc32)cc1 | -2% | -1 | 7% | -0.4% | 2% | -2% | -1% | 6% | 15% | -14%
O=C(CC1N=C2c3ccccc3N=C(SCc3ccccc3Cl)N2C1=O)NCc1ccco1 (stereo not given) | u | 19 | -5% | 0.3% | -2% | 4% | -80%[inhibitor] | -6% | -17% | -9%
Cc1ccccc1Nc1c([N+](=O)[O-])ccc2c1=NC1(CCCCC1)N=2 | 5% | 11 | 1% | 0.2% | -1% | 2% | -4% | 21% | -28% | -3%
COc1ccc(CCNC(=O)C(=O)NCC2OCCN2S(=O)(=O)c2ccc(OC)c(C)c2)cc1 (stereo not given) | u | -2 | x | 0.2% | -2% | -2% | -13% | x | -5% | 2%
COc1cccc(NC(=O)C2CSC3(C)CCC(=O)N23)c1 (stereo not given) | u | -3 | x | -0.3% | -3% | 4% | -22% | -2% | -4% | 9%
CCCCC(=O)Nc1nc(C)c(C(C)=O)s1 | 0% | -2 | 1% | -0.5% | -2% | 2% | 0% | -1% | 21% | 2%
CN1CCN(C(c2ccc(Br)cc2)c2cc(Cl)c3cccnc3c2O)CC1 (stereo not given) | u | 1 | 4% | -0.1% | 1% | -1% | -102%[inhibitor] | -25% | -70%[inhibitor] | -5%
CNC(=O)n1cc(C)c(-c2cccs2)n1 | u | 0 | 0% | 0.2% | 0% | -3% | -12% | -1% | 2% | -1%
CC1=C(C(=O)OCc2ccccc2)C(c2ccc(N(C)C)cc2)NC(=O)N1 (stereo not given) | -8% | -1 | 18% | -0.4% | -6% | -3%[46.1 µM] | -2% | -13% | 1% | -1%
CCOc1ccc(NC(=O)C2CCN(C(=O)NCc3ccccc3)CC2)cc1 | -2% | u | 7% | -0.1% | -2% | 4% | 22% | u | -31% | 3%
Cc1nc(SCCC(C)C)c([N+](=O)[O-])[nH]1 | 1% | 1 | 1% | 0.1% | -6% | 5% | 8% | 0% | -2% | x
CC1(C)CC(=O)c2cc(N=C/C(C(=O)c3ccccc3)=C(\O)c3ccccc3)c(=O)oc2C1 | u | 18 | 4% | 0.4% | -2% | -3% | 77% | 5% | 0% | 3%
CCCOc1ccc(-c2nc(C#N)c(NCCCn3ccnc3)o2)cc1 | u | 3 | -15% | -0.4% | -7% | -2% | -50% | 5% | -40% | 0%
C[C@@H](C(=O)Nc1nc2ccccc2s1)N1C(=O)C2CC=CCC2C1=O (stereo not given in full) | 11% | 4 | -5% | -0.7% | -3% | x | -16% | 0% | 15% | -2%
COCCN(C(=O)COC(=O)Cc1c(C)nc2ccccc2c1C)c1c(N)n(CC(C)C)c(=O)[nH]c1=O | -8% | x | x | -0.2% | 1% | 1% | -18% | 0% | -8% | 12%
O=C(NC1CC1)c1ccc(-c2ccccc2)cc1 | u | 83* | 11% | -0.1% | -2% | 2% | u | 14% | 5% | 1%
CCC1Nc2ncnc(N3CCCCC3)c2N(Cc2ccc(C)cc2)C1=O (stereo not given) | u | x | x | -0.2% | -4% | 1% | -31%&-7% | 0% | 18% | 3%
COc1cc(/C=N/NC(=O)c2cccnc2)ccc1OS(=O)(=O)c1ccc(F)cc1 | u | 3 | 2% | 0.0% | -2% | x | 0% | u | 5% | 6%
COc1cc(O)oc1C=Nc1ccc(Oc2ccccc2)cc1 | u | u | 4% | -1.0% | 0% | 4% | 84% | u | -12% | -14%
CC(=O)c1sc2nc(C)c3c(c2c1N)CCCC3 | -4% | 3 | -5% | -0.2% | -3% | 1% | 27% | -5% | u | 35µM*
Cc1c(C(=O)N2CCOCC2)oc2ccc(S(=O)(=O)N3CCCCCC3)cc12 | x | u | -7% | x | -2% | 0% | -21% | x | u | x
COc1ccc(C(=O)N/C(=C\c2ccc(OC)c(OC)c2)C(=O)N2CCCCC2)cc1 | -6% | -4 | 5% | 0.5% | -1% | 0% | -7% | -6% | -68%[inhibitor] | 9%
CC(=O)CCN1CCOCC1 | 5% | -6 | 5% | 0.3% | -4% | -7% | 3% | 2% | -43% | 2%
COc1ccc(N2CCN(C(=O)c3oc4ccccc4c3C)CC2)cc1 | -1% | 15 | 4% | 0.0% | 0% | 2% | -9% | -4% | -1% | 9%
O=C(CN1CCN(Cc2ccccc2)CC1)Nc1ccc2c(c1)CCC2 | u | 3 | -2% | -0.1% | -5% | 4% | 6% | 8% | 11% | -3%
C/C(=N\NS(C)(=O)=O)c1ccccc1 | 10% | 1 | 11% | -0.2% | -6% | x | -8% | -5% | -4% | 3%

Screens (PubChem)
